Gli-Sufu antag = antagonists of Gli-Sufu signaling. Sufu-KO-LIGHT fibroblasts, Gli luciferase reporter luminescence. inhibition, % at 5 µM. hit rate 0.74% among 340,000;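 active means inhibition above about 55%, limit read from the data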;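 further: 0% = DMSO-treated cells and 100% = wells with medium but no cells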
SENP7 inh = blocks the human protease SENP7. Q9BQF6. inhibition, % at 5 µM. hit rate 1.5% among 330,000. recombinant SENP7, Z-RLRGG-aminoluciferin luminescence, 40 min. AID 434973;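 active means inhibition above about 50% at the single test dose, limit read from the data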;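 further: plate controls were DMSO with enzyme for no effect and no enzyme buffer wells for full effect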
Jurkat NFkB inh = lowers PMA/ionomycin-induced NF-kB signal in Jurkat cells; PMA/ionomycin-induced NF-kB luciferase reporter, luminescence; inhibition, % at 4 µM; hit rate 0.53% among 330,000
Apaf1 inhib = inhibitors of human Apaf-1 apoptosome. O14727. reconstituted apoptosome caspase-3 activity, DEVD-Rh110 fluorescence. inhibition, % at 20 µM. hit rate 0.71% among 330,000. AID 489030; active means inhibition of at least 40% at 20 µM;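 further: plate controls were DMSO wells for no effect and DEVD-CHO caspase inhibitor wells for full effect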
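System: reconstituted apoptosome with Apaf-1, cytochrome c, caspase-9, procaspase-3, dATP; Signal: Rh110 fluorescence intensity; Schedule: 30 min compound preincubation, 50 min activation, room temperature; Reagent: cytochrome c trigger plus (Z-DEVD)2-Rh110 caspase-3 substrate.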
HKDC1 inhibitor = inhibitors of human hexokinase HKDC1; inhibition, % at 20 µM; Q2TB90; hit rate 0.16% among 340,000; recombinant HKDC1, G6PDH/diaphorase resazurin coupled fluorescence;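 active means inhibition above about 35% when tested at 20 µM, limit read from the data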;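 further: plate controls were DMSO wells with enzyme for no effect and DMSO wells lacking enzyme for full effect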
Target sequence (Q2TB90 whole entry, looked up): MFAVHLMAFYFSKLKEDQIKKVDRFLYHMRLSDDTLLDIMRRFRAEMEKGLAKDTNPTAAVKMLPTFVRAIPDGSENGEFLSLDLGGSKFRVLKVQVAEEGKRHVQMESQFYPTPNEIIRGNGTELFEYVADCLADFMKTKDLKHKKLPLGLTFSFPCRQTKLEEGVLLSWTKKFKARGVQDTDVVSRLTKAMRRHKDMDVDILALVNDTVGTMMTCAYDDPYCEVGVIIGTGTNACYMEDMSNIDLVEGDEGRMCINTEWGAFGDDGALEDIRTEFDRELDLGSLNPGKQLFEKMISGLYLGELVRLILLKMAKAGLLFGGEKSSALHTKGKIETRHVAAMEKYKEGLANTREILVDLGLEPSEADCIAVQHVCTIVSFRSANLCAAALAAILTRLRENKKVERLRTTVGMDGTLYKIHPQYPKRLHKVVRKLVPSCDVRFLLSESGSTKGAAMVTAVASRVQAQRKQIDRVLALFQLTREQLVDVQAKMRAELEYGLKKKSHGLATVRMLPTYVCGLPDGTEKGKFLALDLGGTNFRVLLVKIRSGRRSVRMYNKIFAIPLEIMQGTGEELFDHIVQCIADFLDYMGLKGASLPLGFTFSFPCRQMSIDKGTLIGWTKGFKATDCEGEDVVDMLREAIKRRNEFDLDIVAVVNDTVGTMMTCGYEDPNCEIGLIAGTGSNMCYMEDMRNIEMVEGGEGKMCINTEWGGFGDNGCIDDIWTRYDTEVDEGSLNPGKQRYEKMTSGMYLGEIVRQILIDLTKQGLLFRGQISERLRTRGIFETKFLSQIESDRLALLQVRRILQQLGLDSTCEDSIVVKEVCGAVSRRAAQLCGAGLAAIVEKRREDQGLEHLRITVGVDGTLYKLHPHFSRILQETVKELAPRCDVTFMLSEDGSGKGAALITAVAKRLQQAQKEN
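Test system: Recombinant HKDC1 (HK5) hexokinase enzyme, produced in-house | Input: HKDC1 at 5 µg/mL | Buffer or medium: Tris pH 8.0 buffer with MgCl2, Tween-20, BSA, BME | Schedule: 90 min reaction incubation at room temperature, dark | Technique: Resazurin-to-resorufin fluorescence via G6PDH and diaphorase coupling, 525/613 nm | Controls: DMSO wells with and without enzyme mix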
UBC13 polyUb = inhibitors of human UBC13 polyubiquitin chain formation. TR-FRET. inhibition, % at 20 µM. AID 485273. hit rate 0.47% among 330,000; in the data active means inhibition above about 45%, passing the limit was not always enough
Target sequence (P61088 whole entry, looked up): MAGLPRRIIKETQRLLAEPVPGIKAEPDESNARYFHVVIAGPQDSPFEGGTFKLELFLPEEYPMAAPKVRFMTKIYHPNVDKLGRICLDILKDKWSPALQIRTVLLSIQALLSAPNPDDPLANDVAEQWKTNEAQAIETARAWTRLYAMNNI
697 NFkB inh = inhibitors of the PMA/ionomycin-induced NF-kB reporter in 697 B cells; 697 B-cell NF-kB luciferase reporter, 16 h; inhibition, % at 4 µM; hit rate 0.33% among 330,000; in the data active means inhibition above about 35%
SENP8 inh = blocks the human protease SENP8 | inhibition, % at 10 µM | hit rate 1.2% among 330,000 | AID 2540 | Q96LD8 | purified SENP8, Z-RLRGG-aminoluciferin cleavage, luminescence
* marks the source's active call; other numbers are inactive results; nt = no result given. Unless noted, no stated cut-off is given here; in the data, active means inhibition above about 50%; inactive means the rest. Rows were taken by chance; about 3.6% have a hit in one of these screens.

SMILES | Gli-Sufu antag | SENP7 inh | Jurkat NFkB inh | Apaf1 inhib | HKDC1 inhibitor | UBC13 polyUb | 697 NFkB inh | SENP8 inh
Cc1cccc(NC(=O)NC2CC(=O)N(c3ccc4c(c3)OCCO4)C2)n1 (stereo not given) | 41 | 0 | 14 | -16 | 6 | 5 | 20 | 5
O=c1c2[nH]c3ccccc3c2nc2n1CCS2 | -9 | 9 | -19 | 7 | 4 | -10 | 11 | -4
O=C(COc1ccccc1Cl)NNC(=O)c1ccc(-n2cncn2)c([N+](=O)[O-])c1 | 0 | 3 | 9 | 3 | -1 | -3 | -2 | 1
Cc1ccc(C(=O)N(Cc2cccs2)C2CCS(=O)(=O)C2)cc1 (stereo not given) | -20 | -1 | 6 | 3 | -6 | -7 | 6 | 0
O=C(CSc1nnc2c(n1)[nH]c1ccccc12)Nc1cccc(S(=O)(=O)N2CCOCC2)c1 | 3 | -3 | 13 | 13 | 8 | -20 | 0 | -10
Cc1nnc(SCC(=O)Nc2sc3c(c2C(=O)c2ccccc2)CCCC3)s1 | 1 | -8 | 1 | 11 | -9 | -15 | -42 | -8
O=C(COC(=O)c1ccc(N2CCCC2=O)cc1)Nc1ccccc1 | -8 | -1 | 7 | -3 | -3 | -2 | -5 | 3
COCCSc1nc2sc3c(c2c(=O)n1-c1ccccc1)CCN(C)C3 | -1 | -4 | 2 | 10 | 7 | -4 | 14 | -10
Cc1cc(C)nc(NC2=NCC(=O)N2c2ccc(Cl)cc2)n1 | 14 | -1 | 5 | -5 | 4 | 3 | 23 | 7
CCN(CC)c1ccc(NC(=O)CSc2nc(C)cc(=O)[nH]2)cc1 | -1 | 1 | 1 | 0 | 3 | -2 | 10 | 9
COC(=O)c1ccccc1NC(=O)CN1C(=O)CSC1=O | 6 | 2 | 3 | -48 | -2 | -5 | -14 | 1
Cc1cc(SCC(=O)N/N=C/c2ccc(O)c(O)c2)nc2ccccc12 | 18 | 10 | 28 | 8 | 11 | -13 | -63 | -18
CCOC(=O)Cn1c(=O)oc2cc(S(=O)(=O)NCCc3ccc(C)cc3)ccc21 | 3 | 2 | 15 | 11 | -3 | 10 | 11 | 6
C[C@H](NC(=O)c1nc[nH]c1C(=O)NCC(=O)OC(C)(C)C)C(=O)OC(C)(C)C | -2 | -8 | 2 | 11 | -4 | 5 | -4 | -9
CCOC(=O)c1c(C)[nH]c(C(=O)/C(C#N)=C/c2ccc(OCC)cc2)c1C | 2 | -9 | 5 | 18 | 10 | -20 | -6 | -9
CC(C)c1ccc(NNC(=O)C2CCC2)cc1 | 4 | 0 | 1 | 3 | -6 | 0 | -6 | -3
Cc1ccc(C2=NN(C(=O)C3CCCO3)C(c3ccco3)C2)cc1 (stereo not given) | 0 | 3 | 0 | 0 | -2 | -8 | -7 | -6
COc1ccc(CN2C(=O)C(C)Nc3ncnc(N4CCN(c5ccccc5)CC4)c32)cc1 (stereo not given) | 5 | 5 | 14 | 28 | 1 | 7 | 12 | 3
O=C(Nc1ccc2oc(-c3ccccc3F)nc2c1)c1cncc(Br)c1 | -21 | -1 | -32 | 8 | 4 | -7 | -126 | -8
C/C(=N\NC(=O)c1nnn(-c2nonc2N)c1CN1CCCCC1)c1ccccc1O | 13 | -5 | -5 | 12 | -11 | -16 | 8 | -5
CCN(CC)S(=O)(=O)c1ccc(N2CCOCC2)c(NC(=O)c2ccccc2)c1 | 8 | 1 | 9 | -11 | -9 | 8 | 0 | 0
COc1cc(S(=O)(=O)NC2CCCCC2)ccc1F | 1 | -2 | -6 | -16 | 5 | 7 | 17 | 10
O=C(CN1CCN(c2ccc(C(F)(F)F)cn2)CC1)NCc1ccc2c(c1)OCO2 | 1 | 2 | 18 | -12 | -2 | 4 | -6 | 1
CCNC(=O)CC1C(=O)N(c2ccc(C)cc2)C(=O)N1CCc1sccc1C (stereo not given) | 7 | 6 | -10 | -1 | -10 | 5 | 3 | 2

Random excerpt: seven compounds from above, in no set order.
SMILES | Gli-Sufu antag | SENP7 inh | Jurkat NFkB inh | Apaf1 inhib | HKDC1 inhibitor | UBC13 polyUb | 697 NFkB inh | SENP8 inh
COc1ccc(CN2C(=O)C(C)Nc3ncnc(N4CCN(c5ccccc5)CC4)c32)cc1 (stereo not given) | 5 | 5 | 14 | 28 | 1 | 7 | 12 | 3
C[C@H](NC(=O)c1nc[nH]c1C(=O)NCC(=O)OC(C)(C)C)C(=O)OC(C)(C)C | -2 | -8 | 2 | 11 | -4 | 5 | -4 | -9
COc1cc(S(=O)(=O)NC2CCCCC2)ccc1F | 1 | -2 | -6 | -16 | 5 | 7 | 17 | 10
C/C(=N\NC(=O)c1nnn(-c2nonc2N)c1CN1CCCCC1)c1ccccc1O | 13 | -5 | -5 | 12 | -11 | -16 | 8 | -5
CC(C)c1ccc(NNC(=O)C2CCC2)cc1 | 4 | 0 | 1 | 3 | -6 | 0 | -6 | -3
O=C(CN1CCN(c2ccc(C(F)(F)F)cn2)CC1)NCc1ccc2c(c1)OCO2 | 1 | 2 | 18 | -12 | -2 | 4 | -6 | 1
CCOC(=O)c1c(C)[nH]c(C(=O)/C(C#N)=C/c2ccc(OCC)cc2)c1C | 2 | -9 | 5 | 18 | 10 | -20 | -6 | -9

Next section.
SMILES | Gli-Sufu antag | SENP7 inh | Jurkat NFkB inh | Apaf1 inhib | HKDC1 inhibitor | UBC13 polyUb | 697 NFkB inh | SENP8 inh
CCCOc1ccc(NC(=O)CC2C(=O)OCC3CCCCN32)cc1 (stereo not given) | 6 | 3 | -2 | -6 | 0 | 4 | 14 | 3
COc1ccc2cc3cc(C(=O)N4CCN(C5CCCCC5)CC4)oc3nc2c1 | 53 | 3 | 0 | 15 | 4 | 12 | 19 | -2
C[C@]12CC[C@H](O)CC1=CCC1C2CC[C@@]2(C)C1CC[C@@H]2NC(=O)CCC(=O)O (stereo not given in full) | 3 | -5 | -12 | -2 | 1 | -9 | -5 | -12
Nc1cccc(NP(=O)(c2ccccc2)c2ccccc2)c1 | 4 | 0 | 5 | 0 | -5 | 4 | 11 | -1
Cc1nc(Oc2cccc(Cl)c2)c2oc3ccccc3c2n1 | 8 | 2 | 0 | 15 | 2 | 10 | -21 | 5
CCCCN(C(=O)CSCc1c(C)noc1C)c1c(N)n(CCC)c(=O)[nH]c1=O | 0 | 3 | 12 | -1 | -1 | 3 | 12 | 3
O=C(CN1CCCCC1)Nc1ccc(S(=O)(=O)N2CCCCCC2)cc1 | 6 | -6 | -12 | -3 | 5 | -8 | -6 | -5
Cc1ccc(NC2=C(NCCO)C(=O)c3ccccc3C2=O)cc1 | -2 | 36 | -35 | 78* | 9 | -65 | -53 | 47
CC(C)c1cc(CNC(=O)CCc2nnc(CCCCc3ccccc3)o2)on1 | -4 | -1 | 8 | -25 | -7 | -4 | 1 | 8
O=C(CN1C(=O)/C(=C\c2ccc(F)cc2)Oc2ccccc21)N1CCN(c2ccccn2)CC1 | -1 | -2 | 11 | 11 | -6 | 6 | -2 | -4
O=S(=O)(NC1CCCCC1N1CCC(O)CC1)c1ccccc1 (stereo not given) | -2 | 2 | 9 | -1 | 0 | 2 | 0 | 0
O=C(N/N=C/c1ccc(F)cc1)c1ccccc1 | -71 | 17 | -55 | -2 | -9 | -6 | -82 | 4
O=CN1N=C(c2ccccc2)CC1c1ccccc1[N+](=O)[O-] (stereo not given) | 18 | 2 | -18 | 1 | 4 | 6 | -29 | -9
Cc1nc2ccccc2n1CC(O)c1ccccc1 (stereo not given) | 22 | 4 | -4 | 6 | -3 | 0 | -1 | 3
O=C(c1ccc2c(c1)OCO2)N1CCN(c2ccc(C(F)(F)F)cn2)CC1 | 9 | -4 | -5 | -6 | -6 | -8 | -3 | -10
CCCCCN(C(=O)CCC(=O)OCC(=O)c1cccc(OC)c1)c1c(N)n(CCCC)c(=O)[nH]c1=O | -22 | -3 | -1 | 16 | -2 | -3 | 22 | -3
COc1ccc(C[C@H]2CN3C(=NC[C@@H]3C(C)C)N2CCNC(=O)CCC2CCCCC2)cc1 | 26 | -1 | 7 | 26 | -4 | 53* | 12 | -3
COc1ccc(NC(=O)CSc2nc(NS(=O)(=O)c3ccc(C)cc3)cc(=O)[nH]2)cc1 | 3 | -2 | -8 | 13 | 4 | -4 | 23 | 8
Cc1csc2nc(SCC(=O)N3CCN(c4ccccc4)CC3)[nH]c(=O)c12 | -6 | -7 | -2 | 2 | 7 | 8 | 20 | 2
O=C(NNC(=O)c1ccncc1)c1ccccc1 | 0 | -10 | -15 | 3 | -4 | 3 | -7 | -13
COc1ccc(N(CCC(=O)Nc2ccccc2F)S(=O)(=O)c2ccc(C)cc2C)cc1 | -1 | 3 | 6 | 26 | 2 | -7 | 1 | 0
C=CCNC(=O)c1ccccc1SCc1c(C)noc1C | 3 | -10 | 7 | -6 | 2 | 9 | 12 | -8
O=C(NC1CC1)c1cccc(S(=O)(=O)N2CCOCC2)c1 | nt | 3 | 9 | -9 | -2 | 8 | 5 | -4
O=[N+]([O-])c1cc(Br)c(O)c(C=Nc2ccc(N3CCOCC3)cc2)c1 | -1 | 16 | -14 | 68* | 6 | -22 | 3 | 0
O=C(CN(c1ccc(F)cc1)S(=O)(=O)c1ccc2c(c1)OCCO2)NCc1cccnc1 | -1 | 5 | -3 | -6 | -9 | 6 | 6 | -4
CCCc1cc(C(=O)N2CCCC(Nc3ccc(C)c(C)c3)C2)n(C)n1 (stereo not given) | -6 | -4 | 5 | 12 | -2 | 4 | -32 | 0
COc1ccc(-c2ccc(/C=C3\C(=O)N(c4ccccc4)N=C3c3ccccc3)o2)c([N+](=O)[O-])c1 | -6 | 3 | -11 | 1 | 7 | -51 | -63 | 4
Cc1ccc(N2CC(C(=O)Nc3ccc(S(=O)(=O)NCC4CCCO4)cc3)CC2=O)cc1 (stereo not given) | 9 | 6 | 19 | 16 | 1 | 2 | 10 | 0
COCCNC(=O)C(c1ccc(OC)cc1)N(CCOC)C(=O)CCC(=O)Nc1nccs1 (stereo not given) | -9 | -6 | 4 | 2 | -5 | -5 | 1 | -5
O=C(COc1cccc2c1CCNC2=O)Nc1ccc(Cl)cc1 | 1 | -8 | -7 | 16 | -1 | -5 | -33 | 7
CC(C)NC(=O)CSc1nc(Cc2cccs2)nc2ccccc12 | 11 | 2 | 6 | -12 | -8 | -7 | 4 | 3
O=C(N/N=C/c1ccc(N2CCCCC2)o1)C(O)(c1ccccc1)c1ccccc1 | nt | 8 | 11 | -1 | nt | -1 | 9 | 2
Cc1cc2ncn(CC(O)COc3cccc(C(=O)O)c3)c2cc1C (stereo not given) | 5 | 1 | 19 | 1 | -2 | 2 | 18 | -6
O=C(Cc1ccccc1)N/N=C/C=C/c1ccccc1[N+](=O)[O-] | -25 | -7 | 9 | -16 | -2 | 2 | 4 | -5
CN(C)C(=O)c1ccc2c(c1[N+](=O)[O-])C(=O)c1ccccc1C2=O | -44 | 14 | -46 | 10 | 7 | -29 | -14 | 21
N#Cc1ccccc1CSc1nc2ccsc2c(=O)n1Cc1ccccn1 | -2 | -9 | -10 | 14 | 2 | 3 | -48 | -15
COc1ccc(C2=C(c3ccc(OC)c(OC)c3)CN3CCCCC3C2)cc1 (stereo not given) | -1 | -7 | -8 | -4 | -3 | -1 | -51 | 3
O=C(N/N=C/c1c(Nc2cccc(C(F)(F)F)c2)nc2ccccn2c1=O)c1ccccc1[N+](=O)[O-] | 14 | -3 | 9 | -6 | -12 | -7 | -21 | -4
CCc1c(C(=O)NN2C(=O)C3CCCCC3C2=O)csc1C (stereo not given) | -7 | -2 | -10 | 1 | -8 | -1 | -17 | -7
Cc1ccc(Cl)cc1NC(=S)N(Cc1ccccc1)Cc1cccnc1 | 9 | 5 | 2 | -5 | -1 | 15 | 7 | 4
COc1cc(CNc2cccc(F)c2)cc(Br)c1O | 1 | -2 | 5 | -15 | 11 | 15 | 15 | -3
